From PubChem
OX1R antag-1 = antagonists of human orexin 1 receptor (OX1R); AID 485270, 2010; OX1R-expressing cells, FRET antagonist read-out; 330,000 compounds, 1.8% hits; inhibition, % at 6.6 µM; in the data active means inhibition mostly above about 38%, no sharp cut-off; inactive means mostly below about 40%;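 further: 0% = agonist challenge alone and 100% = reference antagonist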
Target sequence (O43613 whole entry, looked up): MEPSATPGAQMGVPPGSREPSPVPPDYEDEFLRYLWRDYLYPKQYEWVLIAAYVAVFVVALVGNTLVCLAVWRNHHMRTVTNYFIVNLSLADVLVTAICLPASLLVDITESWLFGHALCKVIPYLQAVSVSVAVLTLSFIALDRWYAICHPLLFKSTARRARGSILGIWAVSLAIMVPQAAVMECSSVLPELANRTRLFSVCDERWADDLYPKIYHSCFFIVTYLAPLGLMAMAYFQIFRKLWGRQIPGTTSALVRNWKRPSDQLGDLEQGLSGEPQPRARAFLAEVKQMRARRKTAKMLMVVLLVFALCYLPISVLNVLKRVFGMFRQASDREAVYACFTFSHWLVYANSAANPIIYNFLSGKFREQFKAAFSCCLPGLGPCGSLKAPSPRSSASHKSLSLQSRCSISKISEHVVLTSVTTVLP
STK33 inh = inhibitors of purified STK33 kinase, primary screen, biochemical, ADP-Glo luminescence, homogeneous, cell-free; Serine/threonine-protein kinase 33 (Homo sapiens), Q9BYT3; MBP phosphorylation; inhibition, % at 10 µM; 320,000 compounds, 0.073% hits; AID 2661, 2010;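 active means inhibition at or above 25%, using the most active replicate where run in duplicate; inactive means inhibition below 25%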
Target sequence (Q9BYT3 whole entry, looked up): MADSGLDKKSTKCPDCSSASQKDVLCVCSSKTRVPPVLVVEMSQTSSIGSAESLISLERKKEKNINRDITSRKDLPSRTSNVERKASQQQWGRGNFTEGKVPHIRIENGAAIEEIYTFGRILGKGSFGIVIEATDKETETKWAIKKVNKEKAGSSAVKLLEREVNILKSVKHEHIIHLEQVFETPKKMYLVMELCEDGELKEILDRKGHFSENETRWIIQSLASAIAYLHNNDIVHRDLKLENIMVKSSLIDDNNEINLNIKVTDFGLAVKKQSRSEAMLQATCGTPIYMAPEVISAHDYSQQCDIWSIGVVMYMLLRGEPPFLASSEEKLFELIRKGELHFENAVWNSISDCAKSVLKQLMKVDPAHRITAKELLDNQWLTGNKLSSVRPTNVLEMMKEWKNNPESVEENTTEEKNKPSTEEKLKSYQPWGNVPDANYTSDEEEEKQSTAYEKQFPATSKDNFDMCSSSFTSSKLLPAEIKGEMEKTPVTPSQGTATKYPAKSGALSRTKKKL
OX1R antag-2 = OX1R (HCRTR1) antagonists, primary screen, fluorescence, CHO/OX1R cells, Fluo-8 calcium, orexin A; Orexin/Hypocretin receptor type 1 (Homo sapiens), O43613; Fluo-8 calcium fluorescence; inhibition, % at 5 µM; 330,000 compounds, 0.43% hits; AID 434989, 2010;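 active means inhibition above its plate's threshold, mean inhibition of all tested compounds on the plate plus 3 SD, cut at about 37% in these data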;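 further: 0% = orexin A challenge wells and 100% = SB-334867-A antagonist wells; not every result past the cut was called active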
An asterisk follows results filed as active; nt = no result given.

Start of the listing, in advance (five entries):
Molecule,OX1R antag-1,STK33 inh,OX1R antag-2
CCN1C(=O)[C@@H]2Cc3c([nH]c4ccccc34)C(c3cc(OC)c(OC)c(OC)c3)N2C1=S (some centres not stated),10,-0.5,-2
N#Cc1cc(Oc2ccccc2)c(-n2nnc3ccccc32)cc1C#N,26,-2.6,-24
CCc1nc(SCC(=O)OC(C)C)c2ccccc2n1,20,-1.3,-38
O=C(/C=C/c1cccc(O)c1)c1ccc(N2CCOCC2)cc1,14,1.2,-9
CCn1c(SCC(=O)Nc2ccc(NC(C)=O)cc2)nc2c([nH]c3ccccc32)c1=O,12,0.2,4

The list itself, previewed entries included:
Molecule,OX1R antag-1,STK33 inh,OX1R antag-2
CCN1C(=O)[C@@H]2Cc3c([nH]c4ccccc34)C(c3cc(OC)c(OC)c(OC)c3)N2C1=S (some centres not stated),10,-0.5,-2
N#Cc1cc(Oc2ccccc2)c(-n2nnc3ccccc32)cc1C#N,26,-2.6,-24
CCc1nc(SCC(=O)OC(C)C)c2ccccc2n1,20,-1.3,-38
O=C(/C=C/c1cccc(O)c1)c1ccc(N2CCOCC2)cc1,14,1.2,-9
CCn1c(SCC(=O)Nc2ccc(NC(C)=O)cc2)nc2c([nH]c3ccccc32)c1=O,12,0.2,4
Cc1cc(C)nc(SCC(=O)N2CCCCC2)n1,14,-1.4,-11
CC(C)(C)C(=O)NC1CC2CCCC(C1)N2C(=O)Nc1ccc(Cl)cc1 (configuration not stated),5,0.4,-9
CC(=O)Nc1ccc(C(=O)N(C)c2ccccc2)cc1,6,-1.4,1
NC(=O)C1CCCN(C(=O)CCC(=O)c2cccs2)C1 (configuration not stated),4,-0.1,-15
Cc1ccc(-c2nc3ccccc3s2)cc1S(=O)(=O)N1CCCC1,17,-0.6,-32

Molecule,OX1R antag-1,STK33 inh,OX1R antag-2
CN(C1CCS(=O)(=O)C1)S(=O)(=O)c1cccc2nsnc12 (configuration not stated),90*,-0.4,-18
Cc1c(Cl)c(=O)oc2cc(OCC(=O)N3CCCC(C)C3)ccc12 (configuration not stated),11,-1.6,-20
COc1ccc(-n2c(O)c(/C=N/NS(=O)(=O)c3ccc(C)c([N+](=O)[O-])c3)c3ccccc3c2=O)cc1OC,20,-1.4,-15
CCOCC(=O)Nc1sc2c(c1C(=O)OCC)CCCC2,13,-1.7,-32
CC(C)(C)OC(=O)NCCCCCNC(=O)c1[nH]cnc1C(=O)N[C@@H](CCCCNC(=O)OC(C)(C)C)C(=O)OC(C)(C)C,21,0.8,-34
Cc1ccc(CN(C)c2ccc(S(=O)(=O)N3CCCC3)cn2)cc1,14,-0.3,6
O=C1NC2(CCCCC2)Oc2ccccc21,5,-0.5,-13
Cc1c(NC(=O)CN2C(=O)C3C4C=CC(C4)C3C2=O)c(=O)n(-c2ccccc2)n1C (configuration not stated),7,-0.8,2
COc1cccc(CC2(CO)CCN(C(=O)NCCc3ccccc3)CC2)c1,6,-0.9,-24
O=C(CN1C(=O)C(=O)N(CCC2=CCCCC2)C1=O)c1c[nH]c2ccccc12,3,-1.2,0

Molecule,OX1R antag-1,STK33 inh,OX1R antag-2
O=C(CCCCCNC(=O)N1CCn2c1nc1ccccc12)N[C@H](C(=O)O)c1ccccc1,11,1.1,3
O=C(O)c1ccc(/C=C/c2nc3sc4c(c3c(=O)[nH]2)CCC4)cc1,20,0.8,12
O=C(CC(SCCO)c1ccc2c(c1)OCO2)c1cccs1 (configuration not stated),8,1.9,-7
COc1ccc(C2CC(C(F)(F)F)n3nc(C(=O)O)c(Br)c3N2)cc1 (configuration not stated),12,-0.2,-13
O=C(/C=C/c1c(F)cccc1Cl)c1ccc(O)cc1,34,4.6,4
COC(=O)C(C#N)C(=C1C(=O)CC(C)(C)CC1=O)c1ccc(O)cc1 (configuration not stated),17,-0.3,-3
CCCCn1c(-c2csc(CC)c2)n[nH]c1=S,7,-1.1,-22
Cc1ccn(CC(=O)N2CCCC(Nc3ccc(F)c(F)c3)C2)n1 (configuration not stated),25,0.1,-15
CC(C)C1/C(=N/O)CC(c2ccccc2)NC1c1ccccc1 (configuration not stated),3,-2.0,-11
C=CCn1c(SCC(=O)c2c(C)[nH]c3ccccc23)nnc1-c1ccncc1,6,-0.2,-9

Molecule,OX1R antag-1,STK33 inh,OX1R antag-2
O=C1OCCC1Sc1nnnn1-c1ccc(Cl)cc1 (configuration not stated),7,-0.4,-47
Cc1c(NS(=O)(=O)c2ccc(Br)s2)c(=O)n(-c2ccccc2)n1C,12,-0.7,-12
COc1ccc(CCNC(=O)C23CN(Cc4ccccc4)CC2C(c2ccc([N+](=O)[O-])cc2)=NO3)cc1 (configuration not stated),13,1.0,-19
CCCCNC(=O)CNC(=S)N(Cc1ccc(C)cc1)Cc1ccco1,13,-0.5,-20
COc1ccc(OC)c(CCNC(=O)CN2C(=O)COc3ccc(S(=O)(=O)N4CCOCC4)cc32)c1,13,-0.4,-16
COc1cc(C(=O)NC(=S)Nc2cccc(-c3cc4ccccc4oc3=O)c2)cc(OC)c1OC,48,0.0,-12
CCNS(=O)(=O)c1ccc(NC(=O)c2ccccc2OCC)cc1,9,0.4,-21
O=C(CCC1CCCCC1)NCCS(=O)(=O)N1CCN(c2ccc(F)cc2)CC1,7,-0.5,-40
COc1ccc2nc(SCC(=O)Nc3ccccc3C)[nH]c2c1,27,-1.2,-27
COc1ccc(-c2csc3ncn(-c4cccc(C)c4)c(=O)c23)cc1OC,8,-0.3,-37

Molecule,OX1R antag-1,STK33 inh,OX1R antag-2
CC1CCCCN1C(=O)Nc1ccccc1Cl (configuration not stated),14,-0.4,-7
CCCCn1nc2cc(C(=O)NCC3CC3)ccc2c1OCC,21,-1.4,-10
CCc1ccccc1-n1ncc(C(=O)Nc2ccccc2OC)c1C,6,0.4,-19
COc1cccc(OC)c1OCCOCCn1cnc2ccccc2c1=O,5,-0.9,-36
Cc1ccc(NC(=O)N2CCCn3c(SCC(=O)c4ccccc4)nnc32)cc1,19,-1.4,-13
COc1ccc(NC(=O)C(c2ccc(C)cc2)N(C)C(=O)c2cnccn2)cc1 (configuration not stated),9,0.2,-16
CC(=O)NC(CCCN1C(=O)c2ccccc2C1=O)c1nnn(C)n1 (configuration not stated),6,-2.5,-10
Cc1ccc(S(=O)(=O)Oc2ccc3ccc(O)cc3c2)cc1,19,-1.9,10
CCOC(=O)N1CCN(S(=O)(=O)c2ccc(C)cc2)C1,0,-0.8,2
CC(C)CCNC(=O)C1CCN(S(=O)(=O)c2ccc3nc4c(c(C(=O)O)c3c2)CCCCC4)CC1,1,-1.5,1

Molecule,OX1R antag-1,STK33 inh,OX1R antag-2
CCn1cc(CN2CCC(n3nccc3NC(=O)c3cccc(F)c3)CC2)c(C)n1,17,-0.4,-8
COc1ccc(CCNC(=O)c2cnc(Cl)c(Cl)c2)cc1,2,-0.1,-15
Cc1ccc(S(=O)(=O)c2cc3c(=O)n4ccccc4nc3n(C)c2=N)cc1,13,0.3,-19
Cc1ccc(C(=O)NNC(=O)CNc2cccc(Cl)c2)cc1,1,-1.5,-12
O=C(N/N=C/c1ccc(OC(F)F)cc1OC(F)F)c1ccc(Br)cc1,6,-1.8,-23
O=C(Nc1nccs1)[C@@H]1CCCN1S(=O)(=O)c1ccc(Cl)cc1,32,-0.3,15
COc1ccccc1CNC(=O)c1sccc1-c1ccccc1,39,-0.2,-7
Clc1ccc(OCc2nn3c(-c4ccco4)nnc3s2)cc1,30,0.0,-12
CCN(CC)c1ccc(/C=N/N2CCOCC2)c(O)c1,16,-1.7,-8
O=C(O)c1ccccc1C(=O)NCc1ccc2c(c1)OCO2,5,0.1,16

Molecule,OX1R antag-1,STK33 inh,OX1R antag-2
COc1cccc(C(=O)NC23CC4CC(CC(C4)C2)C3)c1,-4,0.2,-15
CC(=O)OC1C([N+]2(C)CCCCC2)C[C@H]2C3CC[C@H]4C[C@H](OC(C)=O)C([N+]5(C)CCCCC5)CC4(C)[C@H]3CCC12C (some centres not stated),22,0.0,-2
COCCNC(=S)N(CCc1c(C)[nH]c2ccc(F)cc12)Cc1cccs1,21,-0.8,22
CC(C)CC(CO)N1CCN(C(=O)c2ccc(Cl)c(Cl)c2)CCC1=O (configuration not stated),22,0.9,-13
COc1ccccc1CNC(=O)C1CCN(S(=O)(=O)c2ccc3c(c2)NC(=O)CO3)CC1,13,0.9,-1
C=CCNC(C(=O)Nc1cccc(OC)c1)c1ccccc1 (configuration not stated),22,2.7,-45
CN(C)CCCn1c(NC(=O)C2CCCCC2)nc2ccccc21,1,-1.1,1
COc1ccc(C2=NOC(C(=O)Nc3ccc(C)cc3)C2)cc1OC (configuration not stated),13,-0.3,-23
Cc1ccc(NS(=O)(=O)c2ccccc2)c2c1CC(C)(C)O2,19,-0.1,-10
Cc1ccc(CC2S/C(=C(/C#N)C(=O)NCc3ccco3)N(c3ccccc3)C2=O)cc1 (configuration not stated),2,1.2,-10

Compound profiles, from the list above. Screens in order: OX1R antag-1, STK33 inh, OX1R antag-2
COc1cccc(C(=O)NC23CC4CC(CC(C4)C2)C3)c1 is listed with -4, 0.2, -15
CN(C)CCCn1c(NC(=O)C2CCCCC2)nc2ccccc21 is listed with 1, -1.1, 1

(continued)
Molecule,OX1R antag-1,STK33 inh,OX1R antag-2
CCOc1ccc(N(CC(=O)N2CCC(Cc3ccccc3)CC2)S(C)(=O)=O)cc1,2,-1.9,-13
O=C(CCC(=O)c1cccs1)NCc1ccccc1,16,-0.5,-9
COC(=O)[C@H]1[C@H](c2ccccc2)[C@H](C(=O)OC)O[C@H]1c1ccccc1,12,-2.3,-23
COc1ccc(OC)c(/C=C2\Oc3cc(OCC(=O)N4CC(O)C[C@H]4C(=O)O)ccc3C2=O)c1 (some centres not stated),43,2.2,3
CCCn1c(SCC(=O)c2ccc3c(c2)OCCO3)nnc1-c1ccco1,34,-3.1,-32
O=C(Nc1ccccc1C(=O)NCCCN1CCOCC1)c1ccc(Cl)cc1,19,0.6,-16
O=C(Nc1ccc(S(=O)(=O)NC2=NCCCCC2)cc1)c1ccc(Cl)cc1Cl,14,nt,-10
CC1CCCN(C(=O)C2CCN(CC(C)c3ccccc3)CC2)C1 (configuration not stated),13,-2.0,-43
CC(C(=O)NCc1ccccn1)c1ccc([N+](=O)[O-])cc1 (configuration not stated),24,0.2,-22
Cc1ccc(OCCCC(=O)Nc2ccc(Cl)c(S(=O)(=O)N3CCOCC3)c2)cc1,2,-0.5,23

Molecule,OX1R antag-1,STK33 inh,OX1R antag-2
CCC(=O)O[C@]1(C(=O)CCl)[C@@H](C)C[C@H]2[C@@H]3CCC4=CC(=O)C=C[C@]4(C)[C@@]3(F)[C@@H](O)C[C@@]21C,1,-1.8,-29
Cc1nnc(SCC(=O)Nc2sc3c(c2C(N)=O)CCCC3)[nH]c1=O,26,1.0,-26
Cc1c(Cl)cccc1NC(=S)NCc1ccccc1,8,1.4,-12
CCOc1cc(C2NC(=O)NC(c3ccccc3)=C2C(C)=O)ccc1OC(C)=O (configuration not stated),12,-1.0,-2
C/C=C/C=C/C(=O)OCC(=O)Nc1ccc(Cl)cc1,18,-1.2,-7
Cc1cc2nccc(-c3cccnc3)n2n1,32,-1.5,-4
CCOc1ccc2nc3c(cc2c1)CN(CCCO)C(=NCCOC)S3,20,-0.7,-34
CCn1cc(C(=O)O)c(=O)c2cc(F)c(N3CCN(C(=S)Nc4ccc(OC)cc4)CC3)cc21,11,-1.6,-24
COc1ccc(NC(=S)Nc2ccc3nc(C)c(C)nc3c2)cc1,30,-0.1,-18
COc1ccc(NC(=O)N2CCCC2C(=O)NCC2CCCCC2)cc1 (configuration not stated),9,2.9,-28

Molecule,OX1R antag-1,STK33 inh,OX1R antag-2
O=C(N/N=C/c1ccc(Cl)cc1)c1cc2c(s1)-c1ccccc1CC2,12,-1.8,5
O=C(/C=C/c1cc(Br)ccc1F)OCC(=O)N1CCCC1,17,-0.6,-18
NS(=O)(=O)c1ccc(CCN2C(=O)CCC2=O)cc1,11,-0.5,-11
O=C(Nc1ccccc1Br)c1ccc(N2CCCC2=O)cc1,7,-0.6,-9
CC1CCC(=C(C#N)c2nc(-c3cc4ccccc4oc3=O)cs2)CC1 (configuration not stated),9,-0.9,-30
CC[C@@H]1C(c2cccc(Cl)c2)=NN(c2ccc(Br)cc2)[C@H]1C(=O)N1CCOC1=O,5,nt,-6
Cc1ccc(CNc2oc(-c3ccco3)nc2C#N)cc1,14,0.5,-31
Cc1ccc(NC(=O)Nc2ccccc2)cc1[N+](=O)[O-],49,-1.8,3
Cc1ccc2nc(NC(=O)Cn3nc(C)c([N+](=O)[O-])c3C)sc2c1,1,-0.8,-11
CCS(=O)(=O)N1CCCC(C(=O)NCc2cccc(OC)c2)C1 (configuration not stated),9,0.5,-25

Molecule,OX1R antag-1,STK33 inh,OX1R antag-2
COc1ccccc1CNC(=O)COC(=O)c1sc(C)nc1C,7,nt,-30
Cc1ccc(S(=O)(=O)N2CCOCC2)cc1NC(=O)Nc1ccc([N+](=O)[O-])cc1,6,0.4,6
Cc1cccn2c(=O)c(C=C(C#N)C#N)c(N3CCN(c4cccc(Cl)c4)CC3)nc12,5,-0.8,-37
CCc1ccc(NC(=O)Cn2nnc(C(=O)NCc3cccs3)c2N)cc1,9,-2.3,-6
CNc1nc(C23CC4CC(CC(C4)C2)C3)cs1,5,nt,-20
O=C(CNC(=O)c1ccco1)NCC(=O)OCc1cccc(C(=O)Oc2ccccc2)c1,-1,-1.8,1
